12-hLO inh: 12-hLO (ALOX12) enzyme inhibition. purified 12-hLO, xylenol orange hydroperoxide absorbance. P18054. 150,000 tested, 0.12% active. Potency, µM (titrated, usually from 57.1 µM), for the others: at the top dose activity change, negative = inhibition, actives largely listed as inhibitors; further: potency means the concentration at half of the fitted maximal effect; nearly all actives have a fitted effect of over 55% in size; many of its hits are not listed in these tables
Target sequence (P18054 whole entry, looked up): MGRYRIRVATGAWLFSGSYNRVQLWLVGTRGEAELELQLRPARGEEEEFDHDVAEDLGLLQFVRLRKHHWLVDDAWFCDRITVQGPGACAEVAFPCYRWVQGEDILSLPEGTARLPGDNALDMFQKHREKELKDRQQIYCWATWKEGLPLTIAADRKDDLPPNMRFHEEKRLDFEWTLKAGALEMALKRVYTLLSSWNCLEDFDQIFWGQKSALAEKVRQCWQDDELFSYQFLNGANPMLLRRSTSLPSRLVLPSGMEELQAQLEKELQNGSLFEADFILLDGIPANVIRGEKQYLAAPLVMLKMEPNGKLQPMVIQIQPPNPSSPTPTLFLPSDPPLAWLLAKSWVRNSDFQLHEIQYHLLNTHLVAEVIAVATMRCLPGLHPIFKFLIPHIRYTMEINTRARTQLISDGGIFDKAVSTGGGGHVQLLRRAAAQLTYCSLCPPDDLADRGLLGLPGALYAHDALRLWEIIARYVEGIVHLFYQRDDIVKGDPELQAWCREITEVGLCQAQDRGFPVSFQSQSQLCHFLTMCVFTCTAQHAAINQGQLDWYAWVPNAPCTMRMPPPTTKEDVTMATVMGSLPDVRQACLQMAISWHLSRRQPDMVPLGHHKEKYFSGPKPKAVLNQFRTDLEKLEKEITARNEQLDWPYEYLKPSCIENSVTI
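Purified human 12hLO (150 nM final) was preincubated with compounds for 15 min at room temperature in 25 mM Hepes pH 7.0, 0.01% Triton X-100, then reacted with 40 uM arachidonic acid for 30 min. Hydroperoxide was detected with ferrous iron/xylenol orange.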
15-hLO-2 inh: inhibitors of human 15-lipoxygenase 2 (ALOX15B). Potency, µM (series often up to 57.1 µM), without a hit: top-dose activity change, negative = inhibition, hits mostly inhibitors. 110,000 tested, 0.56% active. O15296. purified 15hLO-2, xylenol orange hydroperoxide absorbance; further: potency means the concentration at half of the fitted maximal effect; nearly all actives have a fitted effect of over 60% in size; many of its hits are not listed in these tables
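Purified human 15hLO-2 (50 nM) preincubated 15 min with compound, then 45 uM arachidonic acid for 90 min at RT in 25 mM Hepes pH 7.5, 0.01% Triton X-100. Hydroperoxide detected by Fe-xylenol orange; 573/405 nm absorbance ratio.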
PNC assembly inh: inhibitors of perinucleolar compartment assembly; PC3M PTB-GFP, PNC prevalence imaging, 16 h; active compounds read low; activity change (PNC), negative = inhibition, % at 10 µM; 140,000 tested, 3.1% active;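 active means readout at or below -70, meaning at least 70% loss of cells showing the perinucleolar compartment, a nuclear body marking cancer cells; inconclusive means readout between -30 and a set limit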;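 further: plate controls were DMSO wells for no effect and camptothecin positive control wells for full effect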
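PC3M cells stably expressing PTB-GFP, 750–1000 cells/well, treated 16 h at 37 °C with compound (23 nl of library stock), in duplicate. After paraformaldehyde fixation and Hoechst stain, imaged at 20x; PNC prevalence scored by image analysis.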
IMPase cell inh: cell-permeable inhibitors of inositol monophosphatase (IMPase); P97697; 120,000 tested, under 10 active; AID 901; CHO-M1 cells, IP1 accumulation, HTRF TR-FRET ratio; inhibition (IP1 accumulation), % at 46.1 µM; active means well fitted curve in the direction sought with a large enough effect in the signal ratio, not every such curve was filed as active; inconclusive means small, poorly fitted or top-dose-only effect, or a change in a side signal; inactive means no such curve, though single readings can be large or run the other way; the % refers to the signal ratio;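 further: cells stimulated with carbachol in lithium chloride buffer; plate controls were DMSO basal wells for no effect and reference inhibitor wells for full effect; higher means more IMPase inhibition seen as more IP1 and lower FRET ratio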
Target sequence (P97697 whole entry, looked up): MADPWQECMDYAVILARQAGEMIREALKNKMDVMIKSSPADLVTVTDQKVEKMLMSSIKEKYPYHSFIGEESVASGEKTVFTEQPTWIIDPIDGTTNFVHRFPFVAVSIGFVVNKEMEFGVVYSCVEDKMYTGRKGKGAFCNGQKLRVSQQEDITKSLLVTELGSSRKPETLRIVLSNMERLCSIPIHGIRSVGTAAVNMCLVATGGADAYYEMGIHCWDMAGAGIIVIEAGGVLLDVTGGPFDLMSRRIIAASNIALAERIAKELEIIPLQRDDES
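The IP-One HTRF competitive assay in carbachol-stimulated CHO-M1 cells quantifies cellular IP1. Compounds spanned up to 46 uM final, and activity is expressed as AC50 from concentration-response fits of the ratio and donor data.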
The depositor's hits bear a star; ? = inconclusive; nt = no result given; & = joins results of further samples; [ ] = dose if it differs, or a comment. Unless noted, the call rests on the fitted dose curve; in most records, active means well fitted curve in the direction sought with a large enough effect; inconclusive means small, poorly fitted or top-dose-only effect, or another doubt; inactive means no such curve, though single readings can be large; an effect the other way counts as inactive or inconclusive. Unless noted, on the % scale 0 is the no-effect control and ±100 the full control effect. An excerpt, so the mix of outcomes need not match the whole.

The opening 2 compounds, to show the layout:
item | 12-hLO inh | IMPase cell inh | 15-hLO-2 inh | PNC assembly inh | SMILES
1 | -1% | -3 | -11% | -14 | CC1S/C(=C(\C#N)C(=O)NCc2ccco2)N(c2ccc(F)cc2)C1=O (stereo not given)
2 | 5% | nt | nt | 10 | COCCNC(=O)c1cccc(NS(=O)(=O)c2cccc3cccnc23)c1

Results, previewed entries included:
item | 12-hLO inh | IMPase cell inh | 15-hLO-2 inh | PNC assembly inh | SMILES
1 | -1% | -3 | -11% | -14 | CC1S/C(=C(\C#N)C(=O)NCc2ccco2)N(c2ccc(F)cc2)C1=O (stereo not given)
2 | 5% | nt | nt | 10 | COCCNC(=O)c1cccc(NS(=O)(=O)c2cccc3cccnc23)c1
3 | -1% | -6 | 30%[activator] | -27 | O=C(CN1CCN(c2ccccn2)CC1)Nc1ccc(Oc2ccccc2)cc1
4 | 1% | 1 | -2% | ? | COc1ccccc1CNc1cc(C)ccc1C
5 | -5% | nt | nt | ? | COc1cc(/C(C)=N\NC(N)=S)cc(OC)c1OC
6 | -1% | 5 | -12% | 47 | Cn1nc(C(=O)Nc2cccc(C(F)(F)F)c2)c2ccccc2c1=O
7 | 2% | 5 | 0% | -7 | O=C(O)CSc1nnc(C2COc3ccccc3O2)n1-c1ccccc1 (stereo not given)
8 | 3% | 3 | nt | ? | Cc1cccc(OCCNc2cc(N3CCN(CCO)CC3)ccc2[N+](=O)[O-])c1
9 | -2% | 1 | -3% | 10 | NC(=O)C(c1ccccc1)C1CCCCC1 (stereo not given)
10 | -6% | 4 | -4% | 2 | CCn1c(=O)cc(OCC(=O)O)c2ccccc21
11 | -1% | 2 | nt | ? | Cc1ccc(C(=O)NCC(=O)NCC(=O)OCc2ccc(Cl)cc2)cc1
12 | -13% | 3 | 8% | -5 | c1csc(C2C3=C(Nc4ncnn42)c2ccccc2OC3)c1 (stereo not given)
13 | 1% | nt | nt | 14 | CC1(C)C2CC=C(/C=N/NC(=O)c3ccc(Cl)cc3)C1C2 (stereo not given)
14 | -2% | 5 | 4% | -28 | Cc1cc(C)nc(-n2nc(C)cc2NC(=O)c2cc(=O)c3ccccc3o2)n1
15 | 1% | 9 | -8% | 12 | CCN(CC)S(=O)(=O)c1ccc(NC2=NS(=O)(=O)c3ccccc32)cc1
16 | 5% | nt | nt | 8 | C[n+]1ccccc1COc1ccc(C(C)(C)C)cc1
17 | -5% | 5 | 6% | ? | CCOC(=O)c1oc2ccc(S(=O)(=O)N3CCC(C)CC3)cc2c1C
18 | 1% | -5 | -3% | 10 | O=S1(=O)CCC(SCc2nc3sccn3c2Br)C1 (stereo not given)
19 | 6% | 21 | nt | 274 | CC1CCN(CC(=O)Nc2ccccc2-c2ccccc2)CC1
20 | 2% | 6 | -11% | -23 | OC(c1ccc(OCc2ccccc2)cc1)c1nnc(-c2ccccc2)o1 (stereo not given)

Other compounds follow.
item | 12-hLO inh | IMPase cell inh | 15-hLO-2 inh | PNC assembly inh | SMILES
21 | -8% | 5 | -4% | 40 | N#Cc1c(N2CCN(C(=O)c3ccccc3Cl)CC2)nc(-c2ccccc2)c2c1CCCC2
22 | 0% | -3 | nt | ? | CCCCn1c(N)c(NCC(C)C)c(=O)[nH]c1=O
23 | -2% | -5 | nt | 56 | O=C(O)CSc1c(-c2ccccc2)c2cc(Cl)ccc2[nH]c1=O
24 | 2% | nt | nt | 9 | CC(=O)c1cccc(NC(=S)NC(=O)c2ccc(Br)cc2)c1
25 | -2% | 4 | -1% | -29 | O=C(Nc1cccc([N+](=O)[O-])c1)C12CC3CC(C1)CC(n1cnc([N+](=O)[O-])n1)(C3)C2
26 | -4% | -18 | -4% | 26 | Cc1cc(S(=O)(=O)NCc2ccc(S(N)(=O)=O)cc2)c(C)s1
27 | -2% | 9 | -8% | -17 | O=S(=O)(Nc1nc2ccccc2nc1N1CCN(c2ccccn2)CC1)c1ccc(Cl)cc1
28 | 3% | 2 | -3% | -16 | COc1ccc(NC(=O)CSc2nnc(C(C)C)n2N)cc1
29 | 12% | 10 | -2% | 42 | CCOC(=O)c1c(NC(=O)CN2CCOCC2)sc(C(=O)NC)c1C
30 | -1% | nt | nt | -26 | O=C(CN1C(=O)c2cccc3cccc(c23)C1=O)N1CCCCC1
31 | -1% | ? | 4% | 10 | COC(=O)c1ccc2c(=O)n(NC(C)=O)c(=S)[nH]c2c1
32 | 0% | -2 | nt | 70 | O=[N+]([O-])c1c(NCCO)cc(N2CCN(Cc3ccc4c(c3)OCO4)CC2)c2nonc12
33 | -3% | 18 | -14% | ? | Cc1cc(C)nc(SCc2nc(N)nc(-c3ccccc3O)n2)n1
34 | 3% | 6 | nt | ? | Cn1cccc1/C=N/NC(=O)c1cccnc1
35 | -1% | nt | nt | 13 | Cc1ccccc1CNC(=O)Cc1ccccc1[N+](=O)[O-]
36 | 9% | 2 | 0% | -24 | CCOc1ccc(NC(=O)N[C@@H](CCSC)C(=O)OC)cc1
37 | -3% | nt | -3% | nt | COC(=O)[C@@]1(Cc2ccccc2)[C@H]2c3cc(C(=O)N4CCCC4)n(Cc4ccc(OC)c(OC)c4)c3C[C@H]2CN1C(=O)c1ccccc1
38 | 2% | 1[1.84 µM] | 5%[11.4 µM] | 13 | CCCN1C2CCCC1CC(NC(=O)c1ccccc1F)C2 (stereo not given)
39 | 2% | 4&5 | 5% | 2 | O=C(CSc1ncc(-c2ccccc2)[nH]1)Nc1ccccc1
40 | 3% | 0 | -2% | -1 | CCOCCn1c(CN2CCN(c3ccc(F)cc3)CC2)nc2c1c(=O)n(C)c(=O)n2C

New compounds follow:
item | 12-hLO inh | IMPase cell inh | 15-hLO-2 inh | PNC assembly inh | SMILES
41 | -7% | -4 | -3% | -3 | CCCc1cc(=O)n2[nH]c(-c3ccc(C)cc3)cc2n1
42 | 1% | 4 | 4% | ? | O=C(c1ccccc1)N(Cc1ccc(F)cc1)C1CCS(=O)(=O)C1 (stereo not given)
43 | -5% | 9 | nt | 6 | COc1ccc(CNC(=O)CCSCc2ccccc2Cl)c(OC)c1
44 | -2% | nt | nt | 12 | O=C1CNC(=O)/C1=C\c1ccc(O)cc1
45 | 1% | 4 | nt | 30 | O=C(COc1ccccc1)NC(=S)Nc1cccc(NC(=O)c2ccccc2Cl)c1
46 | 0% | 6 | 28% | -10 | CCN(CC(=O)NCc1ccc(F)cc1)Cc1nc2ccccc2c(=O)[nH]1
47 | 1% | 13 | -3% | -23 | CCCC(=O)N(c1ccc(OCC)cc1)C1C=CS(=O)(=O)C1 (stereo not given)
48 | -6% | ? | 24% | -21 | CCc1ccccc1-n1c(SCC(=O)Nc2ccc3c(c2)OCCO3)nc2[nH]ncc2c1=O
49 | 3% | 0 | -5% | 9 | COCCNC(=O)C1CCN(S(=O)(=O)N2CCC3(CC2)OCCO3)CC1
50 | -4% | -2 | -5% | 10 | CNS(=O)(=O)c1cc(C(=O)NCc2ccco2)ccc1Cl
51 | -1% | nt | nt | 26 | Cn1c(-[n+]2c(-c3ccccc3)cc(-c3ccccc3)cc2-c2ccccc2)nc2c([N+](=O)[O-])cccc21
52 | 2% | nt | nt | -2 | CCOC(=O)c1cccnc1NC(=O)c1ccncc1
53 | -20% | ? | -3% | 8 | CC1CCN(S(=O)(=O)c2ccc(Cl)cc2)CC1
54 | -4% | 5 | -6% | -1 | COc1cccc(-c2nnc3n2N=C(c2cc(OC)ccc2OC)CS3)c1
55 | 0% | 12 | 7% | 17 | OCCn1c(SCCOc2ccccc2F)nc2ccccc21
56 | -1% | nt | -5% | nt | CC(=O)OCC(=O)[C@@]1(O)CCC2C3CCC4=CC(=O)CC[C@@]4(C)[C@]3(F)C(O)C[C@]21C (stereo not given in full)
57 | 0% | nt | nt | -19 | CCOC(=O)NC(NC(=S)Nc1ccccc1OC)C(Cl)(Cl)Cl (stereo not given)
58 | -1% | nt | nt | ? | S=C(NCCN1CCOCC1)Nc1ccc(Cl)cc1Cl
59 | -2% | -2 | nt | 0 | CCOc1ccc(-n2c(O)c(/C=N/NC(=O)C3COc4ccccc4O3)c3ccccc3c2=O)cc1 (stereo not given)
60 | -1% | 3 | nt | -17 | COc1ccc(NC(=O)CSc2nnc(Cc3cccn3C)n2-c2ccc(OC)cc2)cc1

Part of the list above in order of molecular weight, high to low.
item | 12-hLO inh | IMPase cell inh | 15-hLO-2 inh | PNC assembly inh | SMILES
60 | -1% | 3 | nt | -17 | COc1ccc(NC(=O)CSc2nnc(Cc3cccn3C)n2-c2ccc(OC)cc2)cc1
45 | 1% | 4 | nt | 30 | O=C(COc1ccccc1)NC(=S)Nc1cccc(NC(=O)c2ccccc2Cl)c1
54 | -4% | 5 | -6% | -1 | COc1cccc(-c2nnc3n2N=C(c2cc(OC)ccc2OC)CS3)c1
46 | 0% | 6 | 28% | -10 | CCN(CC(=O)NCc1ccc(F)cc1)Cc1nc2ccccc2c(=O)[nH]1
42 | 1% | 4 | 4% | ? | O=C(c1ccccc1)N(Cc1ccc(F)cc1)C1CCS(=O)(=O)C1 (stereo not given)
50 | -4% | -2 | -5% | 10 | CNS(=O)(=O)c1cc(C(=O)NCc2ccco2)ccc1Cl
47 | 1% | 13 | -3% | -23 | CCCC(=O)N(c1ccc(OCC)cc1)C1C=CS(=O)(=O)C1 (stereo not given)
53 | -20% | ? | -3% | 8 | CC1CCN(S(=O)(=O)c2ccc(Cl)cc2)CC1
52 | 2% | nt | nt | -2 | CCOC(=O)c1cccnc1NC(=O)c1ccncc1
41 | -7% | -4 | -3% | -3 | CCCc1cc(=O)n2[nH]c(-c3ccc(C)cc3)cc2n1
44 | -2% | nt | nt | 12 | O=C1CNC(=O)/C1=C\c1ccc(O)cc1

Carrying on.
item | 12-hLO inh | IMPase cell inh | 15-hLO-2 inh | PNC assembly inh | SMILES
61 | 1% | 3 | 57%[activator] | 13 | CC(C)Cn1cc(C(=O)NC2CCN(Cc3ccccc3)CC2)c2c3ccccc3n(C)c2c1=O
62 | 0% | 0 | 1% | 23 | C=CCNC(=O)c1onc(CSc2ccc(Cl)cc2)c1C(=O)O
63 | 5%&-12% | nt | -21% | -4 | CN1CCN2c3ccccc3Cc3ccccc3C2C1 (stereo not given)
64 | -1% | -1 | -5% | ? | O=C(CN1C(=O)COc2ccccc21)N(Cc1ccccc1)Cc1ccccn1
65 | 4% | 2 | nt | ? | COCCn1c(=NC(=O)/C=C/c2ccccc2)sc2cc(NC(C)=O)ccc21
66 | -6% | nt | nt | ? | O=C(c1ccc(F)cc1)N1CCCCC(S(=O)(=O)c2ccccc2)C1=O (stereo not given)
67 | -3% | 7 | nt | ? | CC(C)OC(=O)CC12CN3CN(C1)CC(CC(=O)OC(C)C)(C3)C2=O
68 | 0% | -1 | nt | 317 | C=CCn1c(SCC(=O)NCCc2ccccc2)nnc1C(C)NC(=O)c1cccs1 (stereo not given)
69 | 0% | -4 | 4% | ? | COc1ccc(N2CC(O)=C(c3n(C)c4ccccc4[n+]3C)C2=N)cc1
70 | -1% | 0 | 16% | 4 | FC(F)(F)c1cc(-c2ccccc2)nc(NC2CCCC2)n1
71 | 4% | -3 | -1% | 20 | Brc1ccc(-c2nnc3sc(CN4CCC5(CC4)OCCO5)cn23)cc1
72 | -4% | 3 | -7% | ? | O=C(c1sc2ccccc2c1Cl)N(Cc1cccs1)C1CCS(=O)(=O)C1 (stereo not given)
73 | -17% | 4 | 26% | 17 | COC(=O)c1[nH]c2cc(OC)ccc2c1NC(=O)CCN1CCN(c2cccc(C)c2C)CC1
74 | -2% | 10 | 20% | -9 | COc1ccccc1N1CCN(C2CCN(S(=O)(=O)c3ccc4ccccc4c3)CC2)CC1
75 | 5% | 9 | nt | 1 | COc1ccc(-c2cc(C(F)(F)F)nc(SCC(=O)NCCN3CCOCC3)n2)cc1OC

Source: PubChem (National Center for Advancing Translational Sciences (NCATS))
